Screening results deposited in PubChem by The Scripps Research Institute Molecular Screening Center.
CHO parental Ca: counter-screen: ATP calcium response change in parental CHO cells; inhibition, % at 5.6 µM; parental CHO-K1, ATP-induced calcium, Fluo-8 fluorescence; 330,000 compounds, 0.63% hits;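 active means inhibition above that plate's mean sample inhibition plus 3 SD, cut at about 26% in these data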;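 further: 0% = ATP-challenged DMSO wells and 100% = DMSO wells without ATP; some compounds past the cut are filed as inactive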
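Material: Parental CHO cells | Reagent: ATP | Compound dosing: Single nominal dose of 5.6 µM per compound | Detection: Intracellular calcium via Fluo-8 no-wash fluorescent dye | Read-out: % inhibition of ATP-induced calcium mobilization | Benchmarks: Low control ATP plus DMSO, high control DMSO only | Replicates: Singlicate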
OXTR potentiate: potentiates the human oxytocin receptor response; activation, % at 3 µM; CHO-OTR cells, Fluo-8 calcium fluorescence, potentiator mode; 0% = oxytocin EC15, 100% = EC100; P30559; 320,000 compounds, 0.061% hits;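 active means activation above that plate's cutoff, the mean activation of tested compounds plus 3 SD, cut at about 6.6% in these data, passing the limit was not always enough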;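 further: 100% uses oxytocin at 75 nM as the full agonist control; some results filed as inactive read as strong as hits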
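Assay system: CHO cell line stably expressing human OTR | Also added: Oxytocin at about EC15, sub-maximal agonist stimulus | Times: Compound 6 min at room temperature before oxytocin, 100 s read | Measured by: Fluo-8 intracellular calcium fluorescence, ex 470-495, em 515-575 nm | Controls: EC15 oxytocin alone as 0%, 75 nM oxytocin as 100%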
Active calls of the source: *.

SMILES | CHO parental Ca | OXTR potentiate
CCCc1nc(C(C)(C)O)c(C(=O)O)n1Cc1ccc(-c2ccccc2-c2nn[nH]n2)cc1 | -5.6 | -9.7
CCn1cc(C(=O)O)c(=O)c2cnc(N3CCNCC3)nc21 | -11.8 | -4.4

These rows are one share of the data; rates above refer to the full screens.
